UBC13 inh: blocks human UBC13 polyubiquitin chain formation; AID 485273; 330,000 compounds, 0.47% hits; inhibition, % at 20 µM; P61088; TR-FRET; in the data active means inhibition above about 45%, passing the limit was not always enough; inconclusive means no clear call, values can overlap the other calls
SENP7 inh: SENP7 protease inhibition. recombinant SENP7, Z-RLRGG-aminoluciferin luminescence, 40 min. inhibition, % at 5 µM. 330,000 compounds, 1.5% hits. AID 434973;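 active means inhibition above about 50% at the single test dose, limit read from the data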;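 further: plate controls were DMSO with enzyme for no effect and no enzyme buffer wells for full effect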
PfG6PD inh: PfG6PD (Plasmodium falciparum) enzyme inhibition. PfGluPho enzyme, NADPH resazurin-diaphorase fluorescence. inhibition, % at 20 µM. AID 504690. 350,000 compounds, 0.78% hits;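 active means inhibition reaching at least a set limit at 20 µM in the primary screen, cut at about 59% in these data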;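 further: 0% = DMSO wells with substrate and 100% = DMSO wells lacking glucose-6-phosphate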
MIN6 prolif: induces beta-cell replication in MIN6 cells; AID 2380; MIN6 cells proliferation, ATPlite luminescence, 48 h; cells starved in 0.2% serum; 100% = growth in 10% serum; proliferation, % at 10 µM; 330,000 compounds, 0.29% hits;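 active means compounds whose signal lies at least 3.5 SD above the mean of all wells on their plate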;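 further: 0% = DMSO-treated cells in low-serum medium and 100% = 10% serum control; some compounds called inactive have numbers as strong as hits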
SENP8 block-1: SENP8 protease inhibition; purified SENP8, Z-RLRGG-aminoluciferin cleavage, luminescence; inhibition, % at 10 µM; 330,000 compounds, 1.2% hits; AID 2540; in the data active means inhibition above about 50%
HKDC1 inh: HKDC1 (human) hexokinase inhibition | recombinant HKDC1, G6PDH/diaphorase resazurin coupled fluorescence | inhibition, % at 20 µM | 340,000 compounds, 0.16% hits;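 active means inhibition above about 35% when tested at 20 µM, limit read from the data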;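 further: plate controls were DMSO wells with enzyme for no effect and DMSO wells lacking enzyme for full effect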
Target sequence (Q2TB90 whole entry, looked up): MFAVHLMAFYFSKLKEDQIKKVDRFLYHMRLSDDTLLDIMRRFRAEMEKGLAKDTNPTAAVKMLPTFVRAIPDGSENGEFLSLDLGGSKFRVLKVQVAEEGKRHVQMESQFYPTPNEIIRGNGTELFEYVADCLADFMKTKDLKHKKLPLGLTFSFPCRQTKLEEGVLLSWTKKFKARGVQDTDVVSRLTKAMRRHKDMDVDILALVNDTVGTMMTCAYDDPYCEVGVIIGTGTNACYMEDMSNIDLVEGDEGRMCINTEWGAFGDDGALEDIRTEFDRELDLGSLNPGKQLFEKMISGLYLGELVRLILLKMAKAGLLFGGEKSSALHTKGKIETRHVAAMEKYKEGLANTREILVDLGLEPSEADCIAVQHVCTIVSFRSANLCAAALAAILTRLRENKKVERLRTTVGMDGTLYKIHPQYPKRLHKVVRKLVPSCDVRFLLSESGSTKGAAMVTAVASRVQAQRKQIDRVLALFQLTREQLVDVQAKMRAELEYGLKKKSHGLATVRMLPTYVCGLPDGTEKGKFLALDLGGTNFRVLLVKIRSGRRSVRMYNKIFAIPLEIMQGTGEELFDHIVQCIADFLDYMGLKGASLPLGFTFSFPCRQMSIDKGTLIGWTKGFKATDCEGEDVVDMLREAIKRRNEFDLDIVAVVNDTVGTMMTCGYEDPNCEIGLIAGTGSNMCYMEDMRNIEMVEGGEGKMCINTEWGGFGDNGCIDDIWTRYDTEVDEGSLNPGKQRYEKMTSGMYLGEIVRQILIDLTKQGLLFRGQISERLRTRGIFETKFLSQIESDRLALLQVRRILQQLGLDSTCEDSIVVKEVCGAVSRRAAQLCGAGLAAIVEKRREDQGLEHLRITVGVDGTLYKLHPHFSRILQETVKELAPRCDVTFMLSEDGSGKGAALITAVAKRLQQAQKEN
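Test system: recombinant HKDC1 (HK5) hexokinase enzyme, produced in-house / Doses: 20 µM test compound, 1% DMSO / Timing: 90 min, room temperature / Detection: G6PDH/diaphorase-coupled fluorescence, 1 mM NADP, 100 µM resazurin, 525/613 nm / Control set: DMSO wells with and without enzyme mix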
SENP6 block: blocks the human protease SENP6; Q9GZR1; Recombinant SENP6 catalytic domain, aminoluciferin luminescence; inhibition, % at 10 µM; 330,000 compounds, 1.8% hits; AID 2599;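 active means inhibition above about 50% at the single tested dose, limit read from the data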;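 further: plate controls were DMSO wells with enzyme for no effect and DMSO wells lacking enzyme for full effect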
SENP1 inh: blocks the human SENP1 SUMO protease catalytic domain | 360,000 compounds, 0.21% hits | recombinant SENP1 catalytic domain, CyPet-SUMO1-YPet FRET cleavage | AID 624204 | inhibition, % at 10 µM | Q9P0U3;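 active means inhibition at least 30% at 10 µM, raw YFP signal under a set limit, fluorescence ratio 0.5 to 1.5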;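 further: 0% = enzyme with DMSO and 100% = no enzyme wells; some results filed as inactive read as strong as hits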
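Material: hSENP1 catalytic domain, recombinant; medium: Tris pH 8 with BME, BSA, NP40 and catalase; compound: single concentration of 10 µM compound, 0.5% DMSO final; technique: FRET read of cyan and yellow fluorescence; timing: 50 min enzyme reaction, room temperature, light-protected; reagent: SFCypet-SUMO1-SFYpet substrate at 25 nM; control set: no-enzyme low, enzyme-DMSO high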
SENP8 block-2: SENP8 (human) protease inhibition; Q96LD8; recombinant SENP8, Nedd8 substrate fluorescence; inhibition, % at 20 µM; 360,000 compounds, 0.64% hits; AID 602440; in the data active means inhibition mostly above about 40%, no sharp cut-off; inactive means mostly below about 27%
An asterisk follows results filed as active; u = inconclusive; x = not tested or not shown.

1. COC(=O)c1ccccc1NC(=S)N1CCN(c2ccccc2)CC1
2. COCCN(CCOC)S(=O)(=O)c1ccc(C(=O)Nc2nc(C)c(C(C)=O)s2)cc1
3. CCn1ncc(Br)c1C(=O)Nc1sc2c(c1C(N)=O)CCC2
4. CCOC(=O)C1(CC2CCCCO2)CCN(C(=O)Nc2ccccc2SC)CC1 (stereo not drawn)
5. COC(=O)c1nn(-c2ccc(OC)cc2)c(=O)cc1Oc1cccc(Cl)c1
assay / compound,1,2,3,4,5
UBC13 inh,-10,0,12,-2,-4
SENP7 inh,-8,8,6,5,12
PfG6PD inh,9,-5,-3,-8,1
MIN6 prolif,-1,-1,0,-1,-3
SENP8 block-1,8,-3,-9,3,4
HKDC1 inh,-2,-1,2,-5,-4
SENP6 block,-10,-9,-2,19,7
SENP1 inh,12,1,-21,1,-2
SENP8 block-2,-2,-5,-8,0,-166

6. COc1ccc(C2C(C#N)=C(N)OC(C(C)(C)C)=C2C#N)cc1OC (stereo not drawn)
7. CC(=O)Nc1ccc(C(=S)NCCCO)cc1
8. O=C1c2cc(N3CCCC3)c([N+](=O)[O-])cc2C(=O)N1c1ccccc1
9. CC1(C)CC2CC(C)(CN2S(=O)(=O)c2ccc(C(=O)Nc3cccc(S(=O)(=O)N4CCOCC4)c3)cc2)C1 (stereo not drawn)
10. Cc1cc(C([O-])=C(C(=S)Nc2ccc(F)cc2)[n+]2ccccc2)c(C)n1-c1ccc(F)cc1
assay / compound,6,7,8,9,10
UBC13 inh,3,-15,-29,-4,x
SENP7 inh,3,-7,-5,5,x
PfG6PD inh,2,-7,-3,12,14
MIN6 prolif,-3,-1,-1,0,x
SENP8 block-1,8,-6,-5,6,x
HKDC1 inh,1,8,-11,5,6
SENP6 block,-17,-8,-5,-3,x
SENP1 inh,-25,0,0,3,-24
SENP8 block-2,-197,12,21,13,-12

11. COc1ccc(OCCOc2ccc(/C=C3\C(=N)N4N=C(C)SC4=NC3=O)cc2)cc1
12. O=C(CCn1cncn1)N1CCCC(N2CCN(c3ccc(F)cc3)CC2)C1 (stereo not drawn)
13. BrC(=C\c1ccccc1)/C=N/Nc1nc(N2CCOCC2)nc(N2CCOCC2)n1
14. CCN(CC(=O)Nc1c(F)cccc1F)C(=O)c1cccc(-n2cccc2)c1
15. COc1ccc(-c2nc(C)c(C(C)=O)n2O)cc1OC
assay / compound,11,12,13,14,15
UBC13 inh,-26,1,-4,-1,1
SENP7 inh,0,-6,5,3,1
PfG6PD inh,-22,6,0,-2,4
MIN6 prolif,-4,2,-1,0,-1
SENP8 block-1,20,-3,-4,-5,0
HKDC1 inh,14,-1,-6,5,-7
SENP6 block,-8,-9,2,-21,-19
SENP1 inh,-2,0,-2,0,-1
SENP8 block-2,14,7,26,10,-12

16. Cn1nccc1CNC(=O)c1ccnn1C
17. O=C(COC(=O)c1cccnc1SCC(=O)NCc1ccccc1)NCc1ccccc1
18. CCOC(=O)c1c(-c2ccccc2)oc2ccc(OCC(=O)O)cc12
19. Cc1ccc(CN(C)C(=O)c2ccc(S(=O)(=O)N3CCCCCC3)cc2)o1
20. Cc1c(NC(=O)C2CCN(S(=O)(=O)c3cccs3)CC2)c(=O)n(-c2ccccc2)n1C
assay / compound,16,17,18,19,20
UBC13 inh,-1,-5,9,0,-2
SENP7 inh,-1,-11,-9,1,2
PfG6PD inh,2,16,-38,6,-8
MIN6 prolif,0,-4,-2,-2,0
SENP8 block-1,-3,-5,-12,11,5
HKDC1 inh,-9,-3,6,-2,-8
SENP6 block,-5,-6,-23,-2,6
SENP1 inh,1,-5,3,0,3
SENP8 block-2,20,-21,-373,-2,8

21. Cc1cccc(OCCn2c(=O)n(C)c3ccccc32)c1
22. CN(Cc1ccon1)C(=O)CC1C(=O)NCCN1Cc1ccc(Cl)c(F)c1 (stereo not drawn)
23. O=C(CN1CCN(S(=O)(=O)c2ccc(Br)cc2)CC1)Nc1ccc(F)cc1F
24. O=S(=O)(NCc1ccccc1)c1ccc(-c2cnc(C3CC3)o2)cc1
25. COc1ccc(/C=C/C(=O)Oc2cccc(/C=N/NC(=O)COc3c(C)cccc3C)c2)cc1
assay / compound,21,22,23,24,25
UBC13 inh,1,1,4,0,-18
SENP7 inh,0,8,3,0,-6
PfG6PD inh,-7,11,6,2,-4
MIN6 prolif,-5,3,-3,-1,-7
SENP8 block-1,19,2,-5,-5,-3
HKDC1 inh,-4,0,-7,2,-3
SENP6 block,15,-5,-15,3,11
SENP1 inh,1,-14,3,2,2
SENP8 block-2,13,-59,31,-25,12

26. COc1ccc(N2CCN(C(=O)c3cccnc3SCc3cccc(Br)c3)CC2)cc1
27. Cc1ccc(NC(=O)CSc2nc(N)c3cc4c(nc3n2)CCCC4)cc1
28. O=C(c1cccc([N+](=O)[O-])c1)c1ccc2c(c1)C(=O)N(c1c[nH]c(=O)[nH]c1=O)C2=O
29. CN(CCNC(=O)c1cc2c(=O)n(C)c3ccccc3c2n1C)Cc1ccccc1
30. Brc1ccc(Cn2c(-c3ccc(Br)o3)nc3ccccc32)o1
assay / compound,26,27,28,29,30
UBC13 inh,14,8,2,32,x
SENP7 inh,6,-7,6,1,x
PfG6PD inh,14,-6,x,32,32
MIN6 prolif,-4,-1,-1,-5,x
SENP8 block-1,7,-10,-4,2,x
HKDC1 inh,2,-1,x,7,3
SENP6 block,-7,-2,-1,0,x
SENP1 inh,-1,-18,x,0,-30
SENP8 block-2,1,-38,x,-45,-28

Complete entries, quoted from the list. Screens in order: UBC13 inh | SENP7 inh | PfG6PD inh | MIN6 prolif | SENP8 block-1 | HKDC1 inh | SENP6 block | SENP1 inh | SENP8 block-2
Shown for Cc1c(NC(=O)C2CCN(S(=O)(=O)c3cccs3)CC2)c(=O)n(-c2ccccc2)n1C : -2 | 2 | -8 | 0 | 5 | -8 | 6 | 3 | 8
Shown for COC(=O)c1nn(-c2ccc(OC)cc2)c(=O)cc1Oc1cccc(Cl)c1 : -4 | 12 | 1 | -3 | 4 | -4 | 7 | -2 | -166
Shown for COc1ccc(C2C(C#N)=C(N)OC(C(C)(C)C)=C2C#N)cc1OC (stereo not drawn) : 3 | 3 | 2 | -3 | 8 | 1 | -17 | -25 | -197
Shown for Cc1ccc(CN(C)C(=O)c2ccc(S(=O)(=O)N3CCCCCC3)cc2)o1 : 0 | 1 | 6 | -2 | 11 | -2 | -2 | 0 | -2

Other records follow:
31. CCCCNc1nc2c(-c3ccccc3)nnn2c2ccccc12
32. Cc1cc(C)c(NC(=O)COC(=O)/C=C/c2cccc(C(F)(F)F)c2)c(C)c1
33. Cc1onc(-c2c(Cl)cccc2Cl)c1C(O)c1ccccc1 (stereo not drawn)
34. Cc1ccc(C(=O)Nc2cccc3ccccc23)cc1
35. Cc1nn(-c2ccccc2)c(C)c1C(=O)OCC(=O)N(C)c1c(N)n(Cc2ccccc2)c(=O)[nH]c1=O
assay / compound,31,32,33,34,35
UBC13 inh,u,-1,5,6,0
SENP7 inh,0,0,1,-2,-1
PfG6PD inh,-12,-4,21,12,-2
MIN6 prolif,6,0,0,-1,0
SENP8 block-1,-8,4,2,-8,-7
HKDC1 inh,-3,-8,2,0,1
SENP6 block,-9,3,6,-16,0
SENP1 inh,-52,2,2,1,-5
SENP8 block-2,-386,17,14,32,10

36. O=C(NNC(=O)c1cc(-c2ccccc2)nc2ccccc12)Nc1cccc(Cl)c1
37. CCCCc1nnc(NC(=O)c2cccc(S(=O)(=O)N3CCN(C)CC3)c2)s1
38. CCn1cc(C(=O)NCc2ccco2)c(=O)c2ccc(C)nc21
39. O=C(O)c1cc(-c2cccc([N+](=O)[O-])c2)n[nH]1
40. COc1ccccc1C(=O)Nc1cc2c(cc1C(=O)O)OCCCO2
assay / compound,36,37,38,39,40
UBC13 inh,-4,3,6,-7,-1
SENP7 inh,5,1,7,-11,1
PfG6PD inh,2,-17,18,-1,-23
MIN6 prolif,-3,0,-4,-2,1
SENP8 block-1,2,7,6,-7,-4
HKDC1 inh,4,5,1,-4,2
SENP6 block,-15,5,-6,-11,-6
SENP1 inh,4,3,2,2,3
SENP8 block-2,-2,-10,15,29,10

Just PfG6PD inh (2 entries from above):
item	molecule	PfG6PD inh
38	CCn1cc(C(=O)NCc2ccco2)c(=O)c2ccc(C)nc21	18
36	O=C(NNC(=O)c1cc(-c2ccccc2)nc2ccccc12)Nc1cccc(Cl)c1	2

New compounds follow.
41. CCOC(=O)NCC(C)(C)CNC(=O)OCC
42. O=C(COc1cccc2ccccc12)N/N=C/C=C/c1ccccc1
43. COc1ccc(Cn2nnnc2CN2CCC(c3nc4ccccc4s3)CC2)cc1
44. Cc1ccc(OCCn2c(=O)sc3ccccc32)cc1
45. CCCn1c(SCC(=O)Nc2nnc(CC)s2)nnc1-c1ccco1
assay / compound,41,42,43,44,45
UBC13 inh,6,-12,1,9,-2
SENP7 inh,-4,-11,-13,-5,0
PfG6PD inh,-8,26,-3,19,-12
MIN6 prolif,4,-4,-3,-1,2
SENP8 block-1,-7,-14,-14,-9,-4
HKDC1 inh,-3,2,-2,-2,0
SENP6 block,4,-12,-31,12,10
SENP1 inh,0,2,0,4,1
SENP8 block-2,2,9,13,19,12

46. COc1ccc(CCN(Cc2cccs2)S(=O)(=O)c2ccc(C(=O)O)cc2)cc1OC
47. COc1ccc2c(c1)CC(C)C/C2=N\NC(=O)c1ccco1 (stereo not drawn)
48. Nc1ccc2nc(CN3CCOCC3)[nH]c2c1
49. CN1/C(=C/C=N/n2cnnc2)C(C)(C)c2ccccc21
50. CCc1ccc(C(=O)NNc2ccc(Cl)cc2)cc1
51. NCCCC[C@@H]1NC(=O)c2cc([N+](=O)[O-])cc(I)c2SC[C@@H](C(=O)NCC(N)=O)NC(=O)CNC1=O
assay / compound,46,47,48,49,50,51
UBC13 inh,-17,-11,-5,0,7,2
SENP7 inh,-16,-6,9,5,-4,4
PfG6PD inh,-45,8,12,8,-5,-2
MIN6 prolif,-1,-3,-1,-4,-3,-1
SENP8 block-1,-7,-10,2,2,-9,-2
HKDC1 inh,4,-12,5,-8,-3,-2
SENP6 block,-6,2,5,-18,-15,-6
SENP1 inh,-3,0,-3,-4,0,1
SENP8 block-2,11,-7,37,-111,11,13

Assay outcomes: PubChem, Sanford-Burnham Center for Chemical Genomics
